# Screening results (PubChem)
# Furin inhibitor = blocks human furin protease activity; inhibition, % at 30 µM; hit rate 0.061% among 220,000; purified furin, fluorogenic substrate cleavage; P09958; in the data active = inhibition above about 25%; also: inactives centre near -15
# hK5 inh = blocks human kallikrein 5 protease activity. hit rate 0.59% among 210,000. inhibition, % at 5 µM. recombinant hK5, fluorogenic AMC substrate cleavage. Q9Y337;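 active = inhibition of 40% or more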;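 also: 0% = enzyme controls without compound and 100% = no-enzyme blanks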
# Target sequence (Q9Y337 67-293 limits assumed): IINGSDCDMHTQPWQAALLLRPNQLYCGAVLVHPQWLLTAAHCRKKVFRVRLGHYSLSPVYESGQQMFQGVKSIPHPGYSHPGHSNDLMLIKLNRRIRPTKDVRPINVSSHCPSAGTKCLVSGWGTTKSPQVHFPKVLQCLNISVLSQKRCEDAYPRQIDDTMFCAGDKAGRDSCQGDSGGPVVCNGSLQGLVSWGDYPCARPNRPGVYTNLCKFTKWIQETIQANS
# FXIa inh 1536 = factor XIa (human) inhibition | purified FXIa, Boc-Glu-Ala-Arg-AMC fluorogenic substrate | inhibition, % at 5 µM | hit rate 0.14% among 220,000 | AID 798;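 active = inhibition of at least 40%; inactive = inhibition below 40%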;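 also: fluorescence of freed AMC excited at 355 nm; 0% = enzyme without compound and 100% = no enzyme blank; many of its hits are not listed in these tables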
# Target sequence (P03951 19-387 limits assumed): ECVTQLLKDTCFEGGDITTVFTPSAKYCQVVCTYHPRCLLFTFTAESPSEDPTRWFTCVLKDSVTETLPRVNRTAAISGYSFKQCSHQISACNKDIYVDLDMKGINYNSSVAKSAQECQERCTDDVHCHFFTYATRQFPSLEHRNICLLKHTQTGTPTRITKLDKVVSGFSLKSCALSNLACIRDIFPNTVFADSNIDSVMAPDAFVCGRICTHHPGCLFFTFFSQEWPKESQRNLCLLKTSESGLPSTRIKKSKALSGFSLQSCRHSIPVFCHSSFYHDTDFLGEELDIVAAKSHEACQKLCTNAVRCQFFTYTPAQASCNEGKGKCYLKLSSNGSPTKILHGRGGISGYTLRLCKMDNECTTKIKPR
# Target sequence (P03951 388-625 limits assumed): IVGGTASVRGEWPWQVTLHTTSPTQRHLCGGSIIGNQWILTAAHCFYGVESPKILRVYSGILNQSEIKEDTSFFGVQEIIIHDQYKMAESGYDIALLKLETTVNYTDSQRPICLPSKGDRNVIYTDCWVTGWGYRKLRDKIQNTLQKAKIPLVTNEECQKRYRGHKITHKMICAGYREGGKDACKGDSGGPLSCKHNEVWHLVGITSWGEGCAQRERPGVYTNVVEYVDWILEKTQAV
# FXIIa inh = blocks human coagulation factor XIIa protease activity; purified FXIIa, Boc-QGR-AMC fluorogenic substrate, 2 h; hit rate 0.3% among 220,000; AID 800; inhibition, % at 5 µM; in the data active = inhibition above about 40%;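 also: 0% = enzyme with no compound and 100% = blank without enzyme; many of its hits are not listed in these tables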
# KCC2 mod = KCC2 (human) Cl- transport modulation; B-score of Tl+ flux slope (higher = more flux/activation; lower = inhibition) at 10 µM; hit rate 2.2% among 190,000; AID 1456; KCC2 cells, thallium flux FluoZin-2 fluorescence;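 active = thallium flux slope and its plate-corrected score both differing from the plate sample mean at a set confidence after two filtering rounds, in either direction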;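 also: slope of fluorescence scaled to starting intensity during 10 to 20 s after thallium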
# PERK inhibitor = human PERK inhibition, primary cell-based screen | CHO PERK-DD fusion, SEAP luminescence translation reporter | inhibition, % at 5.6 µM | hit rate 0.17% among 220,000 | AID 1416;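 active = inhibition above the mean inhibition of all tested compounds plus 3 SD, set separately per screening campaign, cut at about 2.9% in these data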;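 also: PERK kinase domain activated by AP20187 dimerizer at 100 nM; 0% = DMSO with dimerizer and 100% = rapamycin at 8.4 µM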
# Wee1 degr inh = inhibitors of human Wee1 degradation | P30291 | HeLa Luc-Wee1K328M stability, luciferase luminescence; 100% = proteasome inhibitor MG132 effect | reporter increase, % at 5 µM | hit rate 1.2% among 220,000 | AID 1321;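 active = activation above the mean of all tested compounds plus 3 SD, set per screening run, cut at about 8.8% in these data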;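 also: cells exposed to compound for 20 h before luminescence read; 0% = DMSO alone and 100% = MG132 at 30 µM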
# thrombin 1536 = inhibitors of human thrombin. P00734. alpha-thrombin, Boc-VPR-AMC fluorogenic substrate cleavage. inhibition, % at 5 µM. hit rate 0.26% among 220,000;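 active = inhibition at or above 40%; inactive = inhibition below 40%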;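 also: 0% = enzyme with no compound and 100% = wells without enzyme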
#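 System: human alpha-thrombin protein; Compound dosing: one concentration per compound, 5 µM, with 0.2% DMSO; Timing: reaction at room temperature; Technique: AMC fluorescence, 355/460 nm; Controls: enzyme without compound as high, wells lacking enzyme as low.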
# p97 ATPase inh = blocks human p97 ATPase activity; hit rate 0.42% among 220,000; P55072; recombinant p97 ATPase, Kinase-Glo ATP luminescence, 3 h; inhibition, % at 8 µM; in the data active = inhibition above about 15%;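 also: 0% = DMSO vehicle and 100% = wells lacking enzyme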
# * = called active by the depositor; · = no result given; [ ] = another dose, or the depositor's remark.
SMILES,Furin inhibitor,hK5 inh,FXIa inh 1536,FXIIa inh,KCC2 mod,PERK inhibitor,Wee1 degr inh,thrombin 1536,p97 ATPase inh
CCOc1cc2c(cc1OCC)C(c1ccccc1OC)OC(=O)C2 (centres undefined),-10.2,-10.2,-1.2,5.2,0.684,-0.8,1.8,-0.7,-3.0
CC(C)C[C@@H]1NC(=O)[C@H](C(C)C)NC(=O)c2cc([N+](=O)[O-])cc(I)c2OCC[C@@H](C(N)=O)NC1=O,-11.5,-11.5,-4.7,8.7,-0.41,0.5,-1.1,-0.4,1.4
CC1(C)CC(N2CCN(Cc3ccccc3)CC2)=CC(=[N+]2CCCCC2)C1,-1.4,1.6,1.2,9.2,-2.61,1.0,-0.7,-0.2,4.2
O=C(Nc1ccc(Cn2cccn2)cc1)c1ccc(COc2ccccc2Br)cc1,-10.2[20 µM],4.0,4.7,12.3,-1.23,-1.1,-0.8,1.3,-1.1
CC(=O)N(c1c(C)n(C)n(-c2ccccc2)c1=O)C1(C(=O)NC2CCCC2)CCCCC1,-12.2,-17.0,-4.6,-12.9,0.344,0.1,-1.0,-9.8,-0.4
Cc1cc(CNC(=O)c2cc(Br)ccc2Cl)nn1C,-7.9[20 µM],-5.0,-5.4,4.0,-0.487,0.2,1.9,-7.6,0.2
O=C(COc1ccc(S(=O)(=O)NC2CCCCC2)cc1)NCc1cccnc1,-7.9[20 µM],1.1,-10.0,-9.3,0.0131,0.4,-2.2,-4.2,1.2
O=C(Nc1cccc2c1C(=O)NC2=O)c1cccnc1Cl,-14.6,3.4,1.1,9.3,-0.956,0.7,-0.4,-10.5,6.3
Cc1cc(C[n+]2ccsc2N)c2ncccc2c1,-27.7,-1.2,-2.0,9.7,-0.934,1.2,-0.4,2.2,4.3
O=C(CSCCO)Nc1cc(C(F)(F)F)ccc1Cl,-17.7[20 µM],-14.9,-2.4,3.0,-0.27,0.1,2.4,-10.5,-0.6
CC(C)C(=O)Nc1c(-c2cccs2)c(=O)c2ccccc2n1C,-16.5[20 µM],-8.0,2.9,14.5,-0.198,1.2,-0.9,1.7,2.0
O=C(CCc1nc2ccccc2c(=O)[nH]1)NCc1cccc(Cl)c1,-26.0[20 µM],-27.9,-5.4,6.4,0.367,-0.5,3.3,-4.6,2.4
S=C(Nc1ccc(Cl)cc1Cl)N1CCOCC1,-5.1,-26.1,-7.5,0.1,0.126,0.1,-0.3,-10.0,-5.9
Cc1ccc(S(=O)(=O)N(C)c2ccc3sc(C)nc3c2)cc1,-24.5,4.8,0.9,10.9,-0.341,0.3,0.4,-4.8,5.5
CC(C)(C)CC(=O)NC(=S)NCc1ccccc1,-13.0,-5.9,-1.8,6.0,0.195,1.1,-3.0,1.4,-1.4
O=C(Nc1cccc(F)c1)C1CCCN1S(=O)(=O)c1cccc2cccnc12 (centres undefined),-25.9,-13.9,7.9,17.5,·,-1.8,-2.6,-3.0,-0.5
[O-]C1=N/[N+](=C/c2ccccc2)CC1,-19.2,-3.5,-3.6,5.8,·,-0.4,7.8,-4.9,0.4
Cc1cccc(C(=O)N/N=C/c2ccc3c(c2)OCO3)n1,-12.4[20 µM],-22.5,-8.6,-0.9,0.678,0.4,-0.9,-3.8,-1.9
CCC(C)(C)n1nnnc1C(c1ccncc1)N1CCC(Cc2ccccc2)CC1 (centres undefined),-5.2[20 µM],-9.9,1.2,11.8,-1.88,-2.4,-1.2,2.1,-5.4
C=CCn1c(SCc2nnc(-c3ccccc3)o2)nnc1C(O)c1ccccc1 (centres undefined),-6.2[20 µM],-3.6,-6.1,-7.3,0.0171,0.0,0.1,-9.9,-6.8
O=C(Nc1ccc(Cl)cc1)N1CC=CCC1,-16.7,4.0,3.2,10.4,-1.15,1.2,-2.5,4.2,3.8
CCN(CC)CC#CCC(O)(c1ccccc1)C1CCCCC1 (centres undefined),-18.5,·,1.1,7.4,-0.684,1.7,-2.0,0.1,0.9
O=C(O)c1nc2nc(Cl)c(Cl)nc2[nH]1,-14.3,1.3,-0.9,4.0,0.821,0.6,0.7,-3.7,-2.6
COc1cccc(Cn2c(Oc3cccc(C)c3)nc3c2c(=O)n(C)c(=O)n3C)c1,-3.6,3.4,-6.0,-3.8,-0.881,-0.4,-1.8,-6.4,-1.0
COc1ccccc1OCCC(=O)NCc1ccc2c(c1)OCO2,-16.0,-16.0,-3.9,0.3,0.414,2.0,-0.2,3.1,4.9
COC(=O)c1ccc(-c2ccco2)n1Cc1cc(C)ccc1C,-12.7[20 µM],-0.2,16.4,28.0,-0.25,0.6,1.0,5.3,2.5
CCOc1ccc(/C=C/C2=NNC(=O)CC2)cc1,12.0,15.1,6.5,7.2,0.86,1.6,-2.5,0.2,0.1
CCOCC(=O)Nc1nc2c(s1)C(=O)CC(C)(C)C2,-14.1,37.8,6.3,19.9,0.763,-0.3,-0.1,16.1,-9.1
Cc1cc(OCCN2CCCCCC2)ccc1[N+](=O)[O-],-10.3,-4.5,-3.9,2.8,-0.0105,0.2,3.2,3.6,-0.7
CCCC(=O)N=C1SC2CS(=O)(=O)CC2N1c1ccc(CC)cc1 (centres undefined),-21.1,-8.6,26.3,41.4*,·,0.2,0.8,-6.4,-1.6
CCOC(=O)c1oc2ccccc2c1CN1CCOCC1,-24.2,-13.8,0.3,11.4,-0.0411,0.9,-2.0,-0.9,4.0
Nc1ccccc1S(=O)(=O)C(F)F,-7.1,-1.1,-0.3,4.5,0.507,0.7,-3.2,-2.5,5.0
CCCn1c(C)nc2c(c1=O)c1nc3ccccc3nc1n2CCc1ccccc1,-23.2[20 µM],·,·,·,0.0429,0.9,4.8,·,3.0
Cc1ccccc1C(=O)Nc1ccc2c(c1)OCO2,-19.5,-19.5,1.2,13.8,·,0.8,3.5,-4.7,3.5
COc1ccc(N(C(=O)Cn2cnc3ccccc32)C(C(=O)NC2CCCCC2)c2ccccc2)cc1 (centres undefined),2.0[20 µM],-13.6,-5.4,11.2,·,-1.0,4.3,5.1,-1.6
CN(C)S(=O)(=O)N1CCC(Oc2ccc(C(=O)NC3CCCCC3)cc2)CC1,-12.4,1.8,-4.6,8.2,0.909,-1.2,-0.7,3.9,-2.7
O=C(O)CCC(=O)Nc1nc(-c2ccccc2)cs1,-17.8[20 µM],-4.6,-8.0,-4.3,0.437,0.2,0.2,-6.9,2.6
O=C(Nc1nnc(-c2ccco2)o1)C1CC1,-26.2,-2.7,0.6,1.9,1.43,0.4,-1.9,-5.6,4.0
Nc1cc(=O)[nH]c(SCc2cccc(Cl)c2)n1,-21.0,-3.6,3.4,1.1,·,0.3,-1.2,-4.8,5.4
NNC(=S)Nc1c(Br)cc(F)cc1Br,-13.8,-3.8,1.3,4.7,·,0.1,-0.9,-4.3,-0.6
O=S(=O)(Cc1ccccc1)N1CCN(Cc2ccccc2)CC1,-15.3[20 µM],-18.8,-4.5,10.6,·,0.1,-1.6,-22.0,-4.9
Cc1nn(CC#N)c(=O)n1-c1ccccc1F,-25.7[20 µM],3.6,4.1,12.4,·,-0.1,-0.1,3.1,2.4
CCOC(=O)c1nc(N)sc1C(=O)OCC,-4.0,-1.8,1.6,11.2,·,-0.6,-2.1,5.5,2.5
COc1cc(NC(=O)CCC2CCCC2)cc(-n2cnnn2)c1,-6.4,-9.4,10.1,15.6,-0.6,-0.7,1.4,-2.1,-3.9
Clc1cccc(N2CCN(Cc3nnc(-c4ccccc4)o3)CC2)c1,-18.5,2.7,2.1,8.0,-0.304,1.4,0.5,0.2,-2.7

# Arranged by length of the SMILES (falling): six of the compounds above
SMILES,Furin inhibitor,hK5 inh,FXIa inh 1536,FXIIa inh,KCC2 mod,PERK inhibitor,Wee1 degr inh,thrombin 1536,p97 ATPase inh
CN(C)S(=O)(=O)N1CCC(Oc2ccc(C(=O)NC3CCCCC3)cc2)CC1,-12.4,1.8,-4.6,8.2,0.909,-1.2,-0.7,3.9,-2.7
Clc1cccc(N2CCN(Cc3nnc(-c4ccccc4)o3)CC2)c1,-18.5,2.7,2.1,8.0,-0.304,1.4,0.5,0.2,-2.7
COc1cc(NC(=O)CCC2CCCC2)cc(-n2cnnn2)c1,-6.4,-9.4,10.1,15.6,-0.6,-0.7,1.4,-2.1,-3.9
Nc1cc(=O)[nH]c(SCc2cccc(Cl)c2)n1,-21.0,-3.6,3.4,1.1,·,0.3,-1.2,-4.8,5.4
Cc1ccccc1C(=O)Nc1ccc2c(c1)OCO2,-19.5,-19.5,1.2,13.8,·,0.8,3.5,-4.7,3.5
Nc1ccccc1S(=O)(=O)C(F)F,-7.1,-1.1,-0.3,4.5,0.507,0.7,-3.2,-2.5,5.0

# Additional records:
SMILES,Furin inhibitor,hK5 inh,FXIa inh 1536,FXIIa inh,KCC2 mod,PERK inhibitor,Wee1 degr inh,thrombin 1536,p97 ATPase inh
Cc1noc(C)c1C(=O)N1CCc2ccccc2C1,-16.1[20 µM],7.5,-2.4,-1.8,2.21,1.3,4.8,-9.3,-2.8
CN(C)/C=C1/C(=O)Nc2ccccc21,-18.6,-3.7,-2.5,8.7,-0.0914,0.1,0.9,-4.3,-0.5
Cc1ccc(-c2noc(=O)n2CC(=O)c2ccc(Cl)cc2)cc1,-17.4,-3.7,-3.8,2.0,0.297,0.9,-2.2,-10.0,4.1
O=C1NC(=Nc2ccccc2)CS1,-14.6,-7.3,-3.1,-2.5,-0.101,0.2,-0.6,-4.6,3.1
